# IkB signaling = IkB pathway inhibition in ABC-DLBCL cells. ABC-DLBCL IkBa-CBG/CBR dual luciferase ratio, 4 h; response scale: scaled: untreated 0%, proteasome inhibitor 100%. Potency, µM (highest dose often 57.1 µM), for inactives: at the highest dose IkBa stabilization activation. actives 0.04% (n = 110,000). AID 445; active = well fitted curve in the direction sought with a large enough effect in the signal ratio, not every such curve was filed as active; inconclusive = small, poorly fitted or top-dose-only effect, or a change in a side signal; the % refers to the signal ratio;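 also: the direction sought is a rising ratio; 0% = basal untreated cells and 100% = reference inhibitor full response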
#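 Curves were fitted separately to fusion (green), unfused (red) and ratio luminescence, then classed by r2, magnitude and activity. Cells: OCI-Ly3, 4 h compound plus doxycycline at 37C; 10 uM MG-132 defined full response.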
# p53ts 32C tox = kills p53ts cells at the permissive temperature | AID 924 | Potency, µM (highest dose often 46.1 µM), inactives show at the highest dose activity change, negative = cytotoxicity, most hits filed as cytotoxic | actives 0.93% (n = 130,000) | H1299-p53A138V at 32C, ATP luminescence viability, 24 h;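 also: 0% = DMSO and -100% = full killing by reference compound; nearly all actives have a fitted effect of over 55% in size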
#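 H1299-p53 A138V cells (temperature-sensitive p53) exposed 24 h to up to 46 uM compound at 32C, where p53 is wild-type in conformation. Viability read as ATP luminescence and normalised to DMSO and 100 uM tamoxifen. AC50 fitted with the Hill equation.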
# p53ts 39C kill = p53ts cell cytotoxicity, nonpermissive temperature | H1299-p53A138V viability at 39C, ATP luminescence, 24 h | Potency, µM (highest dose often 46.1 µM), without a hit: at the highest dose activity change, negative = cell killing, actives largely listed as cytotoxic | actives 1.5% (n = 130,000); also: nearly all actives have a fitted effect of over 55% in size
# Imprint erasure = genomic imprint erasure induction; mouse ES Peg3-LacZ reporter, beta-gal luminescence, 40 h; Potency, µM (series often up to 60.7 µM), for inactives: at the top dose activity change, positive = activation, usual class: activators; actives 0.02% (n = 110,000);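 also: 0% = negative control wells on the plate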
#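 Imprint erasure is scored as LacZ activity from the silenced maternal Peg3 allele in feeder-free female ES cells cultured 40 h with LIF. Luminescence is normalized to in-plate negative controls and fitted to the Hill equation.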
# * = called active by the depositor; ? = inconclusive; · = not tested or not shown; [ ] = another dose, or the depositor's remark. Unless noted, calls follow the shape of the dose curve; as a rule, active = well fitted curve in the direction sought with a large enough effect; inconclusive = small, poorly fitted or top-dose-only effect, or another doubt; inactive = no such curve, though single readings can be large; an effect the other way counts as inactive or inconclusive. Unless noted, % is scaled to controls: 0 for no effect and ±100 for the full control effect; potency is read from the fitted curve at half-maximal effect. Random draw from the library; any-hit rate near 1.7%.
SMILES,IkB signaling,p53ts 32C tox,p53ts 39C kill,Imprint erasure
CC(C)(C)C(C(Oc1ccc(Cl)cc1)n1cncn1)n1nnnc1C(c1cccc(Cl)c1)N1CCCCC1 (stereo unspecified),·,-1%,5%,·
Cc1nnc(N2CCCC(C(=O)NCc3ccccc3)C2)c2nn(-c3ccccc3)c(C)c12 (stereo unspecified),-2.1%,-2%,-10%,23%[10.9 µM]
O=C1OC(C2=CCCCC2)=NC12CC2,·,-3%[9.22 µM],1%[9.22 µM],·
CC(C)OCCCn1c(SCc2cccc(Br)c2)nc2c(sc3ccccc32)c1=O,0.1%,8%,8%,-8%[10.9 µM]
COc1cc(CN2CCN(CCOCCO)CC2)cc(OC)c1OC,1.3%,9%,12%,-2%
Cc1ccccc1CN1CCCN(CC(=O)Nc2c(C)cccc2C)S1(=O)=O,-1.9%,10%,-2%,-10%[10.9 µM]
Cc1cc(=O)[nH]c2c(C)c(Cl)ccc12,-0.7%,-7%,-1%,3%
O=C(CSc1oc(-c2ccco2)nc1S(=O)(=O)c1ccc(Cl)cc1)c1ccc(Cl)cc1,?,-5%,8%,-6%[10.9 µM]
CCCN(CCC)C(=O)CSc1nc2ccccc2c(=O)n1C1CCCC1,?,33%[activator],20%,-24%
COc1ccc(OCc2nn3c(-c4cccc(OC)c4)nnc3s2)cc1,3.1%,10%,0%,-3%
CCn1nnnc1-c1ccc(OC)c(S(=O)(=O)Nc2ccc(OC)cc2)c1,-1.2%,1%,5%,-2%
CCCCn1cnc2cc(NCc3ccc(OCC)cc3)ccc21,?,-10%,-20%,-11%[10.9 µM]
O=C(CCN1C(=O)c2ccccc2C1=O)N1CCCCCC1,0.6%,-2%,16%,-7%
CCC1Sc2ccccc2N(CC(=O)NCc2ccc(C)cc2)C1=O (stereo unspecified),?,6%,-22%,-10%[10.9 µM]
COc1cccc(C(=O)CC2(O)C(=O)N(Cc3ccccc3)c3ccccc32)c1 (stereo unspecified),?,0%,-1%,-10%[10.9 µM]
Fc1ccc(C2=NC(c3cccc(C(F)(F)F)c3)=Nc3ccccc3N2)cc1,1.6%,0%,?,-13%[10.9 µM]
Cc1c(C(=O)NC(C)c2ccncc2)oc2ccccc12 (stereo unspecified),-5.0%,5%,13%,-6%
O=C(CSc1nnc(Cn2c(=O)sc3ccccc32)n1-c1ccccc1)N1CCCC1,-0.7%,6%,1%,-14%
O=C(Nc1ccc(N2CCN(CCOc3ccc(Cl)cc3)CC2)c(C(=O)O)c1)c1ccc(F)cc1,0.4%,14%,-20%,5%[10.9 µM]
COc1ccc2c(c1)c(=O)c(S(=O)(=O)c1ccc(C)cc1)cn2Cc1ccccc1C,?,3%,6%,-9%[10.9 µM]
COc1ccc(-n2c(SCC(=O)N3CCCC(C)C3)nnc2-c2cccnc2)cc1 (stereo unspecified),1.6%,5%,2%,-14%
Cc1cc(N2CCN(c3cccc(C)c3C)CC2)n2cnnc2n1,-0.2%,-5%,-26%,-15%[10.9 µM]
COc1ccc(/C=C/C(=O)c2ccc(C)s2)cc1,·,32µM*,21%,-5%
Nc1c(C(=O)Nc2ccc3c(c2)OCCO3)nnn1CCc1ccccc1,0.5%,-3%,-22%,-27%
CCn1c(C)c(C(C)=O)c(N2CCCC2)nc1=S,-1.0%,7%,-5%,14%
O=c1[nH]c(NCc2ccco2)nnc1Cc1ccccc1Cl,-1.6%,-5%,-5%,2%
c1csc(C2=NC(c3ccncc3)=Nc3ccccc3N2)c1,-1.5%,-2%,-4%,-10%[10.9 µM]
COC(=O)c1c(NC(=O)c2cc(OC)c(OC)c(OC)c2Br)sc2c1CCC(C)C2 (stereo unspecified),3.6%,-10%,-13%,-14%[10.9 µM]
O=c1c2c3c(sc2n(Cc2ccccc2F)c(=O)n1-c1ccc(Cl)cc1)CCCC3,2.0%,9%,8%,4%[10.9 µM]
Cc1cc(=O)n(CC(=O)N2CCCc3ccccc32)c2c1c(C)nn2-c1cccc(F)c1,?,14%,6%,-5%[10.9 µM]
Cc1c(NC(=O)c2ccc(N3C(=O)C4C5C=CC(C5)C4C3=O)cc2)c(=O)n(-c2ccccc2)n1C (stereo unspecified),-0.3%,0%,-4%,-5%
CCNC(=O)C1CCCN(c2nnc(C)c3c(C)n(-c4ccc(C)cc4)nc23)C1 (stereo unspecified),-1.9%,-2%,?,-3%[10.9 µM]
COc1ccc(-n2c(SCc3nc(-c4ccc(Cl)cc4)no3)nnc2-c2ccncc2)cc1,?,8%,-18%,23%[10.9 µM]
CCOc1ccc(-c2cccc(NS(=O)(=O)c3ccccc3C(F)(F)F)c2)nn1,?,-1%,1%,10%[10.9 µM]
COc1ccc(O[C@H]2C=C[C@@H](c3ccccc3)O[C@H]2COC(=O)CC/C(C)=N\O[C@@H](C)c2cn([C@H]3COC[C@H]3O)nn2)cc1,·,11%[9.22 µM],6%[9.22 µM],·
O=C(NCc1ccccn1)Nc1ccc2c(c1)OCO2,0.0%,-14%,-7%,-27%
COc1ccc(CNS(=O)(=O)c2ccc(S(=O)(=O)N3CCCCC3)cc2)cc1,2.9%,1%,4%,·
Cc1cc2c(cc1S(=O)(=O)CCC(=O)NCCc1ccccc1)OCC(=O)N2,?,-3%,-25%,-9%[10.9 µM]
Cc1cc2ccccn2c1C(=O)c1ccncc1,0.2%,-3%,-12%,-11%
Cc1ccc(CCNC(=O)CCCn2c(=O)c3ccccc3n(Cc3ccccc3C#N)c2=O)cc1,-1.4%,-7%,-15%,-7%[10.9 µM]
CCc1ccc(NC(=O)Cn2c(=O)oc3cc(S(=O)(=O)N4CCCCCC4)ccc32)cc1,?,-18%,-21%,-16%[10.9 µM]
Cn1c(=O)c2c(nc(CN3CCN(C(=O)c4ccco4)CC3)n2CCc2ccccc2)n(C)c1=O,?,14%,10%,11%
COC(=O)c1ccccc1NC(=O)c1sc(=S)n(C)c1N,0.7%,0%,3%,-8%
COc1ccc(C(=O)N(Cc2cc(OC)c(OC)c(OC)c2)CC2CCCO2)cc1 (stereo unspecified),0.1%,6%,-15%,-13%[10.9 µM]
Cc1ccccc1N1OC2C(=O)N(c3ccc(F)cc3)C(=O)C2C1c1ccccn1 (stereo unspecified),0.8%,-1%,1%,-7%
O=C(Nc1ccc(Cl)c(Cl)c1)N1CCSCC1,·,-3%,-7%,·
CCc1nnc(SCC(=O)NC2CCCCC2)nc1CC,2.9%,6%,-3%,10%
Cc1ccc(OCC(=O)NCC(c2ccc(Cl)cc2)N2CCOCC2)cc1C (stereo unspecified),?,-7%,3%,4%[10.9 µM]
Cc1ccc(C)c(N2CCN(C(=O)CN(C)S(=O)(=O)c3cnc[nH]3)CC2)c1,0.3%,-5%,-8%,11%
COC(=O)Nc1nnc(CCc2ccccc2)s1,1.0%,6%,7%,2%
COc1ccc(NC(=O)CC2C(=O)N(c3ccc(OC)cc3)C(=O)N2CCC2=CCCCC2)cc1 (stereo unspecified),1.2%,-4%,-7%,-8%[10.9 µM]
Cc1ccc2nc(N3CCN(c4ccccc4F)CC3)c3nnnn3c2c1,-2.2%,5%,6%,-2%[10.9 µM]
CCCCCCn1c(N2CCC(C(N)=O)CC2)nc2c1c(=O)n(C)c(=O)n2C,0.0%,7%,14%,-10%
CCc1c(-c2ccccc2)nc2ccccc2c1C(=O)NCCc1ccccc1,-0.6%,4%,-25%,?
Cc1cc(C)c(C(N)=O)c(NCCc2ccccc2)n1,-3.7%,-9%,5%,-14%
COC(=O)c1ccccc1NC(=O)c1nn(C)c2c1COc1ccccc1-2,-1.5%,0%,0%,-10%[10.9 µM]
Cc1ccc(-n2nc(CO)c(C(=O)NCc3cccs3)n2)cc1C,-0.7%,-2%,3%,-10%[10.9 µM]
CCOc1cc(C2C(C(=O)OCC(C)C)=C(C)N=C3SCCC(=O)N32)ccc1OC(C)=O (stereo unspecified),-0.9%,2%,-11%,-13%
Cc1ccc(N(CC(=O)NC2CCCC2)C(=O)CCCC(=O)Nc2ccccn2)cc1C,0.5%,4%,16%,-9%
CCOc1ccc(CCNC(=O)c2nnc(Cc3ccc(F)cc3)o2)cc1OCC,-2.0%,3%,-11%,-13%

# Shown with two lines to a compound: part of the list above
# Fields: IkB signaling, p53ts 32C tox, p53ts 39C kill, Imprint erasure
> CCc1nnc(SCC(=O)NC2CCCCC2)nc1CC
  2.9%, 6%, -3%, 10%
> Cc1ccc(OCC(=O)NCC(c2ccc(Cl)cc2)N2CCOCC2)cc1C (stereo unspecified)
  ?, -7%, 3%, 4%[10.9 µM]

# Quoted from the listing:
# COc1ccc(NC(=O)CC2C(=O)N(c3ccc(OC)cc3)C(=O)N2CCC2=CCCCC2)cc1 (stereo unspecified) @ p53ts 39C kill = -7%
# Cc1ccc(OCC(=O)NCC(c2ccc(Cl)cc2)N2CCOCC2)cc1C (stereo unspecified) @ p53ts 32C tox = -7%
# Cc1ccc(-n2nc(CO)c(C(=O)NCc3cccs3)n2)cc1C @ Imprint erasure = -10%[10.9 µM]
# COC(=O)Nc1nnc(CCc2ccccc2)s1 @ p53ts 39C kill = 7%
# Cc1ccc(C)c(N2CCN(C(=O)CN(C)S(=O)(=O)c3cnc[nH]3)CC2)c1 @ p53ts 32C tox = -5%
# COc1ccc(C(=O)N(Cc2cc(OC)c(OC)c(OC)c2)CC2CCCO2)cc1 (stereo unspecified) @ p53ts 39C kill = -15%

# Additional compounds follow:
SMILES,IkB signaling,p53ts 32C tox,p53ts 39C kill,Imprint erasure
Cc1cc(Cl)ccc1NC(=O)c1cc2ccccn2n1,4.8%,10µM*,5µM*,-17%[10.9 µM]
Cc1ccc(C)c(Cn2c(=O)n(-c3ccc(F)cc3)c(=O)c3sc4ccccc4c32)c1,-2.4%,-7%,-9%,-14%[10.9 µM]
COc1ccc(-c2oc3cc(OC)c(OC(C)=O)c(OC)c3c(=O)c2OC)cc1OC(C)=O,-2.6%[11.4 µM],-3%,-9%,18%
COC(=O)c1cc2sc(C)cc2n1CC(=O)Nc1ccc(C)cc1Cl,-1.2%,-13%,-11%,2%[10.9 µM]
O=C(NCC(c1cccs1)S(=O)(=O)c1ccccc1)c1ccc(C(F)(F)F)cc1 (stereo unspecified),?,-1%,-24%,-7%[10.9 µM]
COc1ccc(C2CC(c3cccc(Cl)c3)n3nc(N)nc3N2)cc1 (stereo unspecified),-3.4%,5%,-3%,-5%
COc1ccc(NC(=O)[C@@H](c2ccccc2)N2Cc3ccccc3C2=O)cc1OC,1.0%,6%,0%,?
Cc1cc(NC(=O)c2cc(CC(C)C)on2)n(-c2ccccc2)n1,-0.6%,6%,-4%,-23%
COc1ccc(CC(=O)Nc2cccc(-c3nnc(-c4ccc(C)cc4)o3)c2)cc1OC,?,?,-9%,-17%
CCOC(=O)c1c(C)[nH]c(C(=O)CN2CCOCC2)c1C,-2.4%,-5%,-5%,-4%
COc1cccc(CNC(=O)Cn2ncc3c4ccccc4n(Cc4ccccc4)c3c2=O)c1,3.5%,13%,-12%,-11%[10.9 µM]
FC(F)(F)C(Oc1nc(NC2CCCCC2)nc(N2CCOCC2)n1)C(F)(F)F,7.2%,18%,6%,21%
O=C1C2C3C=CC(C3)C2C(=O)N1Cc1ccccc1 (stereo unspecified),?,11%,9%,-21%
Cc1cccc(NC(=O)N2CCC(N3CCN(Cc4ccccc4)C(=O)C3=O)CC2)c1C,-0.6%,-3%,3%,-7%[10.9 µM]
CCOC(=O)c1[nH]c2ccc(C)cc2c1N=C(C)N(C)C,0.8%,6%,-2%,-7%
CCc1ccc(C(=O)c2cn(CC(=O)Nc3ccc4c(c3)OCO4)c3ccc(F)cc3c2=O)cc1,?,16%,-19%,-15%[10.9 µM]
O=c1cnc2cnc(Oc3cccc(Cl)c3)nc2n1C1CC1,-0.5%[11.4 µM],2%,-7%,·
Cc1nn(CC(=O)Nc2ccc3c(c2)nc(CN2CCCC2)n3C)c(=O)c2ccccc12,1.4%,0%,9%,-11%
CCCc1cc(C(=O)N(C2CCCCC2)C2CCCCC2)no1,7.9%,19%,-8%,-29%
CN=C(NC#N)NCCSCc1csc(N=C(N)N)n1,0.1%,0%,11%,-1%
O=c1cnc2cnc(N3CCNCC3)nc2n1Cc1cccs1,-0.8%[11.4 µM],-6%,13%,·
O=C(NCCCc1nc2ccccc2n1Cc1ccccc1F)c1ccco1,-2.1%,-7%,-15%,-9%[10.9 µM]
O=C(NCc1ccco1)c1cccs1,?,-7%,-2%,-1%
Cc1ccccc1N1CC(c2nc3ccccc3n2CCC2CCCCC2)CC1=O (stereo unspecified),0.2%,-2%,-8%,-17%[10.9 µM]

# Assay outcomes (PubChem)
